PME-1 inh: blocks human protein phosphatase methylesterase 1; AID 2130; 320,000 tested, 0.53% active; inhibition, % at 5.9 µM; recombinant PME-1, FP-Rh probe fluorescence polarization;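 active = inhibition above the campaign mean of all compounds plus 3 SD, cut at about 26% in these data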;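 also: competitive labeling of PME-1 active site by serine hydrolase directed probe; 0% = PME-1 with DMSO and 100% = wells lacking PME-1 enzyme; inhibitors block probe labeling so polarization falls and inhibition rises; many of its hits are not listed in these tables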
Target sequence (Q9Y570 whole entry, looked up): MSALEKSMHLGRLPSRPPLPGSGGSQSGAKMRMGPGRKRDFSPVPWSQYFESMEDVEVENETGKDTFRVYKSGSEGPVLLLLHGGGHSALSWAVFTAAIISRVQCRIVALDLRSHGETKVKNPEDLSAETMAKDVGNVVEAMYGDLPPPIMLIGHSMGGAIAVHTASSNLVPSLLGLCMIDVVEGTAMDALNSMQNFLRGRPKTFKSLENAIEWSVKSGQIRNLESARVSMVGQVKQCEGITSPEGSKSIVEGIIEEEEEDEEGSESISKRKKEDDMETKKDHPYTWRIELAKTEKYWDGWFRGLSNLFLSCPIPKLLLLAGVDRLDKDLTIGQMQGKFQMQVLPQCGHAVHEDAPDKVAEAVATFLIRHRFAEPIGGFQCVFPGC
MCL1 BIM primary: disrupts human MCL1 binding to BIM-BH3 peptide | GST-MCL1 / FITC-Bim-BH3 fluorescence polarization | inhibition, % at 10.9 µM | 320,000 tested, 0.68% active;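 active = inhibition above the mean inhibition of all tested compounds plus 3 SD, set per campaign, cut at about 40% in these data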;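 also: 0% = DMSO wells and 100% = unlabeled Bim-BH3 peptide control; higher means more loss of mP so more displacement of Bim peptide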
AHR act: human AHR activation; P35869; 320,000 tested, 2.5% active; activation, % at 5 µM; AHR-responsive luciferase reporter cells, luminescence; AID 2796; in the data active = activation above about 47%;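 also: 0% = vehicle wells and 100% = reference agonist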
GLD-1 TGE inh: GLD-1-TGE RNA interaction inhibition (C. elegans); Q17339; purified GLD-1 + fluorescein TGE RNA, fluorescence polarization; inhibition, % at 5.96 µM; 320,000 tested, 0.44% active; AID 2280;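 active = percent inhibition above a per-plate cutoff, the plate mean of test compounds plus 3 SD, cut at about 30% in these data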;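 also: 0% = DMSO wells with GLD-1 and probe and 100% = wells lacking GLD-1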
Target sequence (Q17339 whole entry, looked up): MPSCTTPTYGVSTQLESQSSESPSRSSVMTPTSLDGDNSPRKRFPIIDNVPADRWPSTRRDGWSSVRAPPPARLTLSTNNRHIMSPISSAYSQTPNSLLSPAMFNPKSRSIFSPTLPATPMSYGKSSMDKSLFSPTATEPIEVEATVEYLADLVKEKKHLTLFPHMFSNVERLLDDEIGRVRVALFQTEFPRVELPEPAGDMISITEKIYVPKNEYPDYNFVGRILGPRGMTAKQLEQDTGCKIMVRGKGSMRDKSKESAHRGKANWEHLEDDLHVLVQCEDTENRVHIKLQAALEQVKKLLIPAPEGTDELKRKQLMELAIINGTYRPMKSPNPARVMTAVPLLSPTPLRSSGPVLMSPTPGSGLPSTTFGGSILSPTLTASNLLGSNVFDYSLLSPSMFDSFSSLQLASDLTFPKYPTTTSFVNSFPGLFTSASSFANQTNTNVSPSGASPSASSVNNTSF
PAFAH1B2 inh: PAFAH1B2 (human) inhibition; recombinant PAFAH1B2, FP-rhodamine activity probe, fluorescence polarization; inhibition, % at 3.39 µM; 340,000 tested, 1.2% active; AID 492953;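 active = inhibition above the mean of all tested compounds plus 3 SD, cut at about 24% in these data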;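 also: 0% = enzyme with DMSO and 100% = wells lacking PAFAH1B2; many of its hits are not listed in these tables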
pPAFAH FP inh: inhibitors of human plasma PAF acetylhydrolase (pPAFAH) | inhibition, % at 3.39 µM | AID 463082 | Q13093 | 330,000 tested, 1.5% active | recombinant pPAFAH, FP-rhodamine probe fluorescence polarization;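 active = inhibition above the mean inhibition across the screen plus 3 SD, cut at about 25% in these data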;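 also: inhibitors block binding of the rhodamine activity-based probe so polarization drops; 0% = enzyme with DMSO and 100% = wells lacking pPAFAH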
MEX-5 binding: C. elegans MEX-5 TCR-2 RNA binding activity; Q9XUB2; MEX-5/FITC-TCR2 RNA binding, fluorescence polarization; hits give low values; activity score (negative = inhibition of binding), % at 10 µM; 300,000 tested, 0.38% active; AID 1832;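 active = inhibition past about -25% in most replicates, and total fluorescence under double the plate's negative control median, limit read from the data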;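 also: 0% = DMSO and -100% = 5 µM competing unlabeled TCR2 RNA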
Fam108B inh: Fam108B inhibition, counter-screen for RBBP9 inhibitors | recombinant Fam108B, FP-Rh probe fluorescence polarization | inhibition, % at 9.51 µM | 300,000 tested, 0.33% active | AID 1947;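 active = inhibition above the screen mean inhibition plus 3 SD, computed separately per campaign, cut at about 18% in these data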;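 also: inhibitors lower polarization as less probe binds the enzyme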
BCLXL inh: inhibitors of human Bcl-xL; Q07817; GST-Bcl-xL / FITC-Bim BH3 peptide fluorescence polarization; inhibition, % at 10.9 µM; 320,000 tested, 0.7% active; AID 2129;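 active = inhibition above the mean of all tested compounds plus 3 SD, cutoff set per campaign, cut at about 30% in these data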;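 also: 0% = DMSO wells and 100% = unlabeled Bim-BH3 peptide competitor; inhibitors lower millipolarization by displacing the labeled peptide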
* marks the source's active call; other numbers are inactive results; nt = not tested or not shown. The list is partial; count on the stated rates, not on these rows.

SMILES	PME-1 inh	MCL1 BIM primary	AHR act	GLD-1 TGE inh	PAFAH1B2 inh	pPAFAH FP inh	MEX-5 binding	Fam108B inh	BCLXL inh
CC(Oc1ccccc1)C(=O)NNS(=O)(=O)c1ccc([N+](=O)[O-])cc1 (stereo unspecified)	-4.1	0.8	-2.0	3.8	12.4	-8.1	-0.4	-1.7	7.2
Cc1cccc(OCC(=O)N/N=C/c2ccc(N(C)C)cc2)c1	1.6	-0.3	7.9	4.0	4.7	1.7	0.6	2.3	-4.0
CN1C(=O)c2ccccc2N(C)C1c1ccc2c(c1)OCO2 (stereo unspecified)	2.0	5.4	0.2	3.1	0.2	5.2	-2.9	0.6	5.3
O=C(Nc1cccc(-c2cscn2)c1)C1CCN(Cc2ccsc2)CC1	10.9	2.6	16.7	-6.5	-1.9	3.6	-0.9	-0.3	0.3
CCOc1ccccc1CN(CCc1ccc2c(c1)OCO2)Cc1ccccn1	2.3	7.9	11.2	5.9	5.2	-1.4	-2.0	2.9	6.1
Cc1ccc(/C=N/NC(=O)c2ccncc2)o1	4.9	-2.2	19.5	5.0	2.9	-0.2	-0.8	1.1	2.6
Cc1cc(Nc2ccc(Cl)cc2)n(-c2ccccc2)n1	0.1	-1.1	4.0	8.7	3.8	7.6	-0.6	1.0	2.0
N#CCN(N=Nc1ccccc1)c1ccccc1	-3.8	6.8	5.5	0.3	-2.4	10.6	-0.8	3.5	7.6
CC(=O)N1[C@H](Cc2ccccc2)C=C[C@]1(C)C(=O)NCc1ccccn1	-1.7	4.7	9.7	-7.7	2.5	5.9	2.5	0.3	-5.1
CC(C)CC(OC(=O)c1ccco1)C(=O)NCC1CCCO1 (stereo unspecified)	0.5	-2.6	-0.6	9.7	5.0	4.7	-0.5	1.5	1.2
O=C(CCN1CCCO1)N1CCCC(N2CCN(c3ccccc3F)CC2)C1 (stereo unspecified)	-0.1	9.3	0.1	-5.2	-5.1	2.9	0.5	-0.1	7.0
Cc1cc(C)n(-c2c(F)c(F)c(COC(=O)c3ccccc3)c(F)c2F)n1	-10.4	-0.2	0.5	2.5	-1.4	11.8	0.8	3.0	0.2
Cc1ccc(-n2c(O)c(C=NC3CCS(=O)(=O)C3)c3ccccc3c2=O)cc1 (stereo unspecified)	-1.5	1.9	-0.8	5.5	-0.3	4.1	-1.8	0.8	7.0
Cn1nc(-c2ccccc2)c(C(=O)Nc2ccc(C(F)(F)F)cc2)c1Cl	-2.8	10.0	0.7	5.7	5.7	-3.1	-0.6	-5.2	2.9
CCCCCn1c(=O)[nH]c2cc(C(=O)N3CCN(C(=O)OCC)CC3)ccc2c1=O	-0.3	-2.3	0.1	0.1	-1.5	3.1	-0.4	-1.4	2.1
O=C(OCC(=O)N1CCN(c2ccccc2)CC1)c1ccccc1[N+](=O)[O-]	2.0	-1.6	-2.8	-2.5	2.0	-0.4	-2.5	2.7	3.1
c1cc(-c2noc(CC3CCCCC3)n2)ccn1	-3.2	8.7	2.3	-2.6	1.4	3.3	-0.6	-0.6	2.6
CC(C)c1ccccc1NC(=O)c1ccc2ncsc2c1	-3.3	-1.1	-2.2	6.5	1.8	0.2	0.9	-4.6	-7.9
CC1=C(C(=O)Nc2ccc([N+](=O)[O-])cc2)C(c2cccc(C(F)(F)F)c2)NC(=S)N1c1ccccc1 (stereo unspecified)	-21.5	-0.7	1.0	1.4	-2.3	1.9	-1.3	-19.6	3.4
O=C(C[n+]1cccc(CNC(=O)c2ccc(OC(F)F)cc2)c1)Nc1ccc(SC(F)F)cc1	-9.8	-3.3	10.9	2.1	19.3	-10.4	1.7	-3.2	1.9
CC(=O)NCCNC(=O)c1ccc(NC2=NC3CS(=O)(=O)CC3S2)cc1 (stereo unspecified)	1.2	4.0	-2.0	-3.4	7.2	0.5	-1.6	0.7	3.4
COc1ccc(-c2cn3c(C)c(C(=O)NCCN4CCOCC4)sc3n2)cc1	2.6	4.8	28.4	-5.4	1.9	5.7	0.4	3.0	4.6
COCCCNC(=O)c1cccc(OC)c1OC	-4.0	-4.2	15.7	-0.2	4.6	1.6	0.9	1.7	-3.8
Cc1cc([N+](=O)[O-])ccc1NC(=O)Cc1ccc(F)cc1	4.6	2.4	-6.0	8.0	-5.2	4.1	0.9	-1.0	1.9
O=C(Oc1ccc2c(c1)OCO2)c1cc2c(s1)CCC2	-0.9	6.9	3.8	2.5	2.3	19.5	-0.2	0.6	1.5
COc1ccc(OC)c(NC(=O)c2cc(-c3ccc(C)cc3O)n[nH]2)c1	3.4	-5.4	-3.4	-15.7	-1.4	-4.4	-2.7	-2.0	-2.7
Cc1ccc(C(=O)Nn2cnc3scc(-c4cccs4)c3c2=O)c(O)c1	-3.5	15.7	60.2*	8.9	12.1	4.1	-0.5	3.1	3.2
Cn1ncc(Br)c1C(=O)NC12CC3CC(CC(C3)C1)C2	-8.9	-2.0	1.3	3.8	8.2	1.7	1.5	-6.6	0.1
COc1ccccc1NC(=O)C1=C(C)NC2=C(C(=O)CCC2)C1c1ccc(C)o1 (stereo unspecified)	-0.9	8.7	102.0*	-0.8	-0.2	2.6	3.5	2.0	11.2
CC1CC(C)CN(C(=O)COC(=O)C2CCN(S(=O)(=O)c3ccc4c(c3)OCCO4)CC2)C1 (stereo unspecified)	2.4	-8.2	-0.6	5.7	1.3	1.1	1.4	2.8	-6.5
CCCNc1nc2c(c(=O)n(C)c(=O)n2C)n1CCCc1ccccc1	-4.2	-3.3	3.2	9.1	-4.3	-0.4	0.7	3.9	1.7
Cc1ccc(C(=O)OCC(=O)N2CCCCCC2)cc1S(=O)(=O)N1CCOCC1	nt	nt	-0.8	-0.6	5.8	1.7	nt	nt	nt
COc1ccc(OC)c(S(=O)(=O)N2CCCC2C(=O)NC(C)c2ccccc2)c1 (stereo unspecified)	4.7	3.0	3.6	5.2	1.0	-1.1	-3.6	-3.7	2.5
Cc1ccc(NC(=O)Nc2cccc([N+](=O)[O-])c2)cc1F	11.1	-0.9	10.9	-1.2	-10.7	-4.0	-0.5	-8.2	1.1
CC(C)NCC(=O)C12CC3CC(CC(C3)C1)C2	0.3	-5.1	0.8	7.7	8.3	-0.9	-1.5	2.5	-0.7
CC(C)C(CCNCc1ccccn1)c1ccc(Cl)cc1 (stereo unspecified)	-6.8	8.0	1.7	6.5	45.0*	4.3	0.0	-3.4	0.8
Cc1cccc(OCC(=O)NNC(=O)CCN2CCN(c3ccccc3)CC2)c1C	nt	nt	-1.1	1.8	6.0	5.6	nt	nt	nt
COCCNC(=O)C(c1ccncc1)N(Cc1ccccc1)C(=O)Cn1nnc2ccccc21 (stereo unspecified)	0.0	-0.3	7.2	3.8	0.7	-0.8	2.7	2.7	7.1
N#CC1=C(N)NC(SCc2ccc(F)cc2)=C(C#N)C12CCCCC2	3.5	0.7	17.0	5.7	27.6*	0.3	-0.6	0.0	4.8
COc1ccc(NC(=O)Cn2cc(C#N)c3ccccc32)cc1	2.8	-8.9	2.0	-1.4	-1.4	-1.4	0.7	-3.3	-5.0
COc1ccc(C(=O)Nc2ccc(S(=O)(=O)Nc3nccc(C)n3)cc2)cc1OC	0.8	6.5	0.7	1.5	3.5	1.1	-1.5	0.1	-0.5
Cc1ccc(/C=C2\Oc3c(ccc(O)c3CN3CCN(CCO)CC3)C2=O)cc1	3.7	36.6	1.9	-2.2	-1.9	-3.0	-31.5*	-0.9	47.7*
Nc1ncnc2c1ncn2[C@@H]1O[C@H](CNCc2ccc(OCc3ccccc3)cc2)[C@@H](O)[C@H]1O	nt	nt	2.0	-2.9	2.6	-0.7	nt	nt	nt
COc1ccc(CC(=O)O/N=C(\N)c2ccncc2)cc1	3.2	0.9	6.2	3.6	8.6	5.2	0.7	-0.2	2.0
CC(=O)Nc1ccc(NC(=O)c2cc([N+](=O)[O-])cc([N+](=O)[O-])c2)cc1	8.3	8.5	4.1	-0.6	-1.7	5.7	-1.8	-0.5	6.5
CCc1ccc(NC(=O)Nc2ccon2)cc1	3.8	2.5	10.8	10.1	0.3	-0.9	-3.2	6.9	1.8
CCCS(=O)(=O)N1CCC(C(=O)N2CCC(Cc3ccccc3)CC2)CC1	-11.0	9.3	0.8	-6.4	4.4	-4.1	-0.5	-1.3	11.9
COc1ccc(/C=C2\SC(=S)N(CCCCCC(=O)Nc3cc(C)on3)C2=O)cc1OC	5.3	1.1	-4.0	4.7	-4.0	1.2	-13.7	1.3	4.2
O=C(CCc1ccccc1)NNC(=S)NCCc1ccccc1	2.8	0.4	16.9	-0.2	-4.2	2.7	-0.6	-0.8	0.3
CCOc1ccccc1NC(=S)N1CCCCCC1	-3.0	7.9	3.8	-1.8	1.4	3.4	-0.6	-3.2	0.1
COc1ccc(NC(=O)CCCn2cc([N+](=O)[O-])cn2)cc1	-0.4	5.0	5.5	5.9	2.4	1.2	2.4	0.7	6.3
O=c1[nH]ncc(N2CCCC2)c1Cl	2.2	5.5	3.5	-2.9	-2.0	-3.5	-1.4	4.0	-1.4
Cc1noc(C)c1S(=O)(=O)N1CCC(C(=O)NC2CCN(Cc3ccccc3)CC2)CC1	2.3	1.4	2.1	10.5	3.4	-4.1	-0.7	3.5	2.2
Nc1c(N(Cc2ccco2)C(=O)c2cccc(Cl)c2)c(=O)[nH]c(=O)n1Cc1ccccc1	-0.1	-8.1	1.4	4.5	11.6	3.3	nt	nt	-1.6
O=C(NCCCN1CCN(c2ccccc2F)CC1)C1CCC(=O)N1C1CCCC1 (stereo unspecified)	2.3	9.9	-3.2	3.3	-3.6	2.4	0.8	3.0	3.3
COc1ccc(CN(C)C(=O)c2ccc3c(=O)n4c(nc3c2)CCC4)cc1	3.6	-2.0	-1.3	-9.1	3.9	-2.9	1.3	-2.8	-1.6
CSCc1c(C(=O)OCC(=O)NC2CCCCC2)oc2ccccc12	-4.4	-1.6	2.3	3.3	0.3	14.1	nt	nt	-1.4
COc1cc2c(cc1OC)CC1(CCCCC1)N=C2	-1.9	-2.1	-0.4	-7.5	1.6	3.0	0.5	-3.2	1.5
CC(c1ccccn1)N(CCN(C)C)C(=S)Nc1cccc(F)c1 (stereo unspecified)	-5.5	-0.6	0.4	10.1	-2.9	-4.8	0.9	-2.3	-2.2
CN(CC(O)COCc1ccc2c(c1)OCO2)C1CCCCC1 (stereo unspecified)	-1.2	0.2	1.9	4.9	4.0	-0.1	-2.8	-1.6	1.1
CCOC(=O)C1=C(C)NC(=O)C1CC(=O)O (stereo unspecified)	-6.0	2.1	0.8	8.1	0.6	-1.8	0.1	0.0	-2.0
COC(=O)c1ccc(OS(=O)(=O)c2ccc(NC(C)=O)cc2)cc1	-2.0	-14.9	3.1	-0.1	5.5	1.8	1.7	-2.1	-3.2
Cc1cc(Cl)c(S(=O)(=O)Nc2ccccn2)cc1OCC(N)=O	-0.9	-0.1	-2.4	3.2	1.0	-0.9	-2.8	-1.5	3.6

From PubChem
